SKN-1 inh: C. elegans SKN-1 inhibition. C. elegans VP596 Pgst-4::GFP/RFP ratio, acrylamide-induced, 24 h. inhibition, % at 21.8 µM. 0.49% of 360,000 active. AID 624304;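 active = interference check ratio from 0.5 to 1.5 plus GFP to RFP signal ratio inhibition reaching or exceeding a fixed threshold, cut at about 30% in these data, passing the limit was not always enough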; also: some compounds called inactive have numbers as strong as hits
LMPTP inh: blocks human LMPTP phosphatase | P24666 | recombinant LMPTP-A, OMFP fluorogenic substrate, fluorescence intensity | inhibition, % at 20 µM | 0.22% of 360,000 active | AID 651560;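 active = compounds that cut the enzyme signal by at least half of the control window in the single-dose screen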;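 also: plate controls were DMSO wells with enzyme plus substrate for no effect and substrate without enzyme for full effect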
Target sequence (P24666 whole entry, looked up): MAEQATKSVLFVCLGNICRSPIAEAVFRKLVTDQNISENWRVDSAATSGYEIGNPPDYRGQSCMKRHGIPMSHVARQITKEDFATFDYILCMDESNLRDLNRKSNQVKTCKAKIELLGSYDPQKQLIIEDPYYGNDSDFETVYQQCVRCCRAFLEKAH
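Assay system: LMPTP-A phosphatase enzyme | Input: 0.625 nM enzyme | Also added: Fluorogenic phosphatase substrate OMFP at 400 µM final | Compound dosing: One test concentration per compound, 20 µM, with 3% DMSO overall | Schedule: 50 min enzyme reaction at room temperature, protected from light | Signal: Fluorescence intensity | Benchmarks: no-enzyme and uninhibited controls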
DNMT1 inh: inhibitors of human DNMT1. P26358. DNMT1 molecular beacon, Hinp1I cleavage, fluorescence. inhibition (reported as % activation of signal), % at 10 µM. 0.83% of 360,000 active. AID 588458; in the data active = inhibition above about 50%
MT1-MMP act inh: blocks activation of human MT1-MMP. P50281. HT1080 RFP-PRO-GFP cells, GFP/RFP ratio fluorescence, overnight; percent of plate control window, DMSO zero. 0.061% of 360,000 active. GFP/RFP ratio change, % at 20 µM;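 active = GFP/RFP ratio change of at least 30% with cell ATP level not reduced by more than half and red fluorescence within 50% of control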; also: strong numbers were not always called active
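Assay system: HT1080 RFP-PRO-GFP cells | Dosing: 20 µM single dose, 1% DMSO | Incubation: Cells overnight before dosing, compound overnight, 37 °C, 5% CO2 | Evaluation: GFP/RFP fluorescence ratio | Control set: DMSO-only wells and HT1080 RFP-L50D-GFP cell wells as references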
Rpn11 inh: blocks the human proteasome subunit Rpn11; calls only at 20 µM; AID 588493; 0.59% of 360,000 active; human 26S proteasome, Ub4-pepOG fluorescence polarization; 20S core pre-blocked with epoxomicin;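 active = inhibition at 20 µM, scaled to each plate's controls, above about 33%, limit read from the data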
Target sequence (O00487 whole entry, looked up): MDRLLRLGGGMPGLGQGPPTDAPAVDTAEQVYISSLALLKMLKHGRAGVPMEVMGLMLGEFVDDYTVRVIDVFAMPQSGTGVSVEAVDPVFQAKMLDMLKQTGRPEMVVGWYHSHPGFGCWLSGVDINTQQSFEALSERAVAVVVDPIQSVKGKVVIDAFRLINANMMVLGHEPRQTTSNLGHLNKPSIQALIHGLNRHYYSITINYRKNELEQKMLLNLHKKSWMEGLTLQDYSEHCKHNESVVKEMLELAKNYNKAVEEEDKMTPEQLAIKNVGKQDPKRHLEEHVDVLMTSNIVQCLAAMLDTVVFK
NadD inh: inhibitors of Staphylococcus aureus NadD; purified NadD enzyme, colorimetric absorbance read-out; inhibition, % at 20 µM; 0.78% of 360,000 active; in the data active = inhibition above about 26%; also: some compounds past the cut are filed as inactive
STEP inh: STEP (human) phosphatase inhibition; recombinant STEP, OMFP fluorogenic substrate, fluorescence; inhibition, % at 20 µM; 0.25% of 360,000 active;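 active = inhibition at 20 µM, scaled per plate between control wells, above about 37%, limit read from the data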;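 also: 0% = DMSO with enzyme and substrate and 100% = substrate only without enzyme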
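System: isolated STEP enzyme; schedule: 20 min enzyme reaction at room temperature, protected from light; medium: Bis-Tris buffer pH 6.0, 2.5 mM DTT, 0.005% Tween 20; signal: fluorescence, 480/540 nm; dosing: single compound dose of 20 µM, 1% DMSO final; also added: OMFP substrate, 25 µM final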
Scp-1 inhibitor: inhibitors of human Scp-1 phosphatase; Q9GZU7; Recombinant Scp1, phosphopeptide, malachite green phosphate absorbance; inhibition, % at 20 µM; 0.88% of 340,000 active;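 active = inhibition above about 50% at 20 µM, limit read from the data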;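 also: plate controls were DMSO wells with enzyme for no effect and wells lacking enzyme for full effect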
Target sequence (Q9GZU7 76-261 limits assumed): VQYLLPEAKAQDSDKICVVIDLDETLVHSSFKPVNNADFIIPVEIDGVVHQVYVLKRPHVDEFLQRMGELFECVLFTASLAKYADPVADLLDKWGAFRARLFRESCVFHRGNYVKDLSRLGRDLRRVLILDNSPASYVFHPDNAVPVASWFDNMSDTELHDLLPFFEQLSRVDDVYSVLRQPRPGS
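assay system = SCP-1 phosphatase catalytic domain, residues 76-261 | buffer or medium = 50 mM Tris acetate pH 5.5, 0.005% Tween-20, 10 mM MgCl2 | incubation = enzyme reaction 45 min at room temperature, colour 5 min, stabilisation 30 min | signal = Phosphate-binding colour reagent, absorbance read at 630 nm | measure = % inhibition at 20 µM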
SUMO1-SIM PPI: alters human SUMO1 binding to SIM partners. 0.33% of 360,000 active. SUMO1 binding to a labelled peptide, TR-FRET, 1 h. inhibition, % at 20 µM. P63165; in the data active = inhibition above about 37%
Target sequence (P63165 whole entry, looked up): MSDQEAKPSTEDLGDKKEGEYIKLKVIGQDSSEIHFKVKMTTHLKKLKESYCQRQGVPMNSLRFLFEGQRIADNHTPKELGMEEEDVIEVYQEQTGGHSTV
CendR NRP1 mod: modulators of CendR peptide binding to human neuropilin-1. FAM-RPARPAR peptide binding to NRP-1, fluorescence polarization. inhibition, % at 25 µM. AID 602438. O14786. 0.85% of 360,000 active;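 active = inhibition or corrected inhibition above about 18%, plus a signal ratio from 0.5 to 1.5, limit read from the data, passing the limit was not always enough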; also: strong numbers were not always called active
* marks the source's active call; other numbers are inactive results; i = inactive; nt = no result given. Not a hit list; any-hit rate near 3.9%.

Preview (4 entries):
SKN-1 inh,SUMO1-SIM PPI,NadD inh,MT1-MMP act inh,DNMT1 inh,CendR NRP1 mod,Rpn11 inh,STEP inh,Scp-1 inhibitor,LMPTP inh,canonical_smiles
2,2,1,0,1,-9,i,0,-6,-1.4,O=C(Nc1nncs1)c1ccc(F)c(S(=O)(=O)N2CCCCC2)c1
4,1,-4,2,-8,-5,i,-1,-12,1.2,CCN(CC)S(=O)(=O)c1cccc(NC(=O)COC(=O)CCC(=O)c2ccc(F)cc2)c1
17,-154,-9,-2,-5,0,i,0,-5,3.0,CCN(CC(=O)NCc1ccc(Cl)cc1)C(=O)c1ccc2cc(OC)ccc2c1
1,2,8,12,-1,-14,i,-2,-3,0.1,CCC/C(=N\NC(=O)Cc1csc(N2CCOCC2)n1)c1ccccc1

The listing, repeating the preview:
SKN-1 inh,SUMO1-SIM PPI,NadD inh,MT1-MMP act inh,DNMT1 inh,CendR NRP1 mod,Rpn11 inh,STEP inh,Scp-1 inhibitor,LMPTP inh,canonical_smiles
2,2,1,0,1,-9,i,0,-6,-1.4,O=C(Nc1nncs1)c1ccc(F)c(S(=O)(=O)N2CCCCC2)c1
4,1,-4,2,-8,-5,i,-1,-12,1.2,CCN(CC)S(=O)(=O)c1cccc(NC(=O)COC(=O)CCC(=O)c2ccc(F)cc2)c1
17,-154,-9,-2,-5,0,i,0,-5,3.0,CCN(CC(=O)NCc1ccc(Cl)cc1)C(=O)c1ccc2cc(OC)ccc2c1
1,2,8,12,-1,-14,i,-2,-3,0.1,CCC/C(=N\NC(=O)Cc1csc(N2CCOCC2)n1)c1ccccc1
0,-6,-3,-6,-1,-3,i,-6,0,-1.2,CCn1c(SCc2nc3ccccc3[nH]2)nnc1-c1ccc(OC)cc1
25,0,1,2,5,5,i,-5,-11,-0.7,CC(=O)/C=C(\C)NCCNc1c(F)c(F)c(CO)c(F)c1F
14,-1,0,-1,-2,-3,i,-1,-3,-1.8,O=C(NCC(c1cccnc1)N1CCOCC1)NC1CCCCC1 (configuration not stated)
10,39,10,30,60*,45*,i,3,-7,7.8,Cc1ccc(S(=O)(=O)/N=C2\C=C(Nc3cccc(C(=O)O)c3)C(=O)c3ccccc32)cc1
-4,-16,3,3,-1,3,i,-3,-3,-1.7,COc1ccc(NC(=O)C(=O)N/N=C/c2cccnc2)c(OC)c1
-9,-1,-2,4,0,0,i,3,-4,-1.5,COc1ccc(NC(=O)CCCn2nc(C)c3c(C)n(-c4ccccc4)nc3c2=O)cc1OC
-6,-2,-4,3,0,11,i,-6,-9,-0.8,O=S(=O)(NC1CCN(Cc2ccccc2)CC1)c1ccc2ccccc2c1
-3,8,-1,-1,-3,10,i,3,-2,-0.6,COc1ccc2ccn(C)c2c1
12,-2,3,0,2,12,i,-2,nt,-1.2,CCCCN(C=O)c1c(CC)nc2ccc(C(=O)N3CCN(S(=O)(=O)CC)CC3)cn12
5,2,-5,-1,5,3,i,1,-9,0.0,CC(C)CN(CC(C)C)C(=O)CCCC(=O)N(CC(C)C)CC(C)C
6,-57,10,-5,-19,-15,i,4,9,3.8,COc1cccc(-c2sc3cc(OC)c(OC)cc3c2-c2ccc(OCCN3CCCCC3)cc2)c1
43*,-5,22,0,-16,18,i,3,nt,18,COc1cccc(CNc2nc(NCc3ccccc3OC)nc3ccsc23)c1
5,2,3,-9,2,0,i,-2,-3,-0.9,Fc1ccc(NC(=S)NC2CCCCC2)c(F)c1F
9,1,0,-2,1,-2,i,-1,-6,-0.8,C=CCn1c(SCC(=O)NC2CC2)nc2ccccc2c1=O
-11,-15,-2,-1,-4,3,i,2,-6,-0.7,CSc1ccc(C(=O)C2CCCN(Cc3cccc4nccnc34)C2)cc1 (configuration not stated)
-9,2,2,5,9,3,i,-2,1,-2.2,O=C(N/N=C1\CCc2ccccc21)c1ccccc1O
-7,3,2,3,2,12,i,0,nt,1.2,CCOC1=C2CN(S(=O)(=O)c3ccc(C)cc3)[C@H](c3ccccc3)C[C@@H]2N(S(=O)(=O)c2ccccc2)[C@H](c2ccccc2)C1
-1,1,-9,6,8,2,i,-2,nt,-0.9,COc1ccc(Cl)c(-c2cc(C(=O)NCc3ccco3)[nH]n2)c1
19,-8,-2,-9,7,-11,i,0,24,3.6,CCOC(=O)C1(CC)Oc2ccccc2C(c2ccc(OC)cc2)=C1C(=O)OC (configuration not stated)
-19,-4,-3,2,-3,2,i,0,4,-0.7,Cc1cccc(NC(=O)C(C)N2C(=O)c3ccccc3S2(=O)=O)n1 (configuration not stated)
-14,2,-9,-1,-1,7,i,0,-7,0.7,CCOc1ccc(N(C(C)C(=O)N2CCOCC2)S(C)(=O)=O)cc1 (configuration not stated)
-2,-1,-5,-2,1,-1,i,-1,4,0.9,COc1ccc(CN2CCNC(=O)C2CC(=O)N(C)Cc2nc(C)cs2)c(OC)c1 (configuration not stated)
-5,-13,28,6,8,-22,i,3,nt,2.6,CCc1ccc(/C=C2/SC(=S)N(CCCC(=O)Nc3cccc(C(=O)O)c3)C2=O)cc1
-1,-5,-7,3,-4,0,i,2,-9,0.8,CC(C)c1ccc(/C=C/C(=O)NCCC2=CCCCC2)cc1
11,-3,0,2,5,20*,i,0,-2,-4.2,Cn1c(=O)c2[nH]c(SCCN3CCCCC3)nc2n(C)c1=S
4,-22,-2,5,4,-7,i,-3,-5,0.3,O=C(COC(=O)Cn1cnc2ccccc2c1=O)Nc1cc(Cl)ccc1[N+](=O)[O-]
-5,7,-4,nt,5,5,i,-2,-5,-0.8,CCCN(CCO)Cc1ccc2ccccc2c1
-1,1,7,-16,-2,0,i,4,nt,2.0,CCc1nc2c(OCc3ccc(Cl)cc3Cl)cccn2c1N(C)C(=O)C(C)C
1,0,6,-2,0,-2,i,0,-9,0.4,Cc1c(C(=O)Nc2c(C)n(C)n(-c3ccccc3)c2=O)oc2c(Cl)cccc12
-8,0,-7,2,-1,4,i,0,-13,2.4,N#CCc1ccc(NC(=O)c2cc(S(=O)(=O)N3CCOCC3)ccc2Cl)cc1
16,5,-4,1,2,-6,i,-13,-3,-2.3,CCCC(=O)C1C(=O)CC(C)(C)C(c2cc(C)no2)C1=O (configuration not stated)
11,0,-7,1,-2,14,i,0,-9,-7.9,NCC(O)CN1CCN(Cc2ccccc2)CC1 (configuration not stated)
9,-3,-1,-2,-2,9,i,1,5,-0.3,CCC(=O)Nc1ccc(N2CCN(C(=O)c3cccs3)CC2)cc1
-6,2,-3,2,3,0,i,-3,4,-2.1,O=C(Nc1ccc(C(=O)N2CCCC2)cc1)C1CCC1
0,4,3,nt,4,0,i,-3,2,-0.8,O=C(Nc1ccc(-n2cc(Br)cn2)cc1)c1ccncc1
-2,2,-3,2,0,-11,i,-3,-3,-0.8,CC12CCC(C(N)=O)(C1Br)C2(C)C (configuration not stated)
2,-1,-5,-7,0,2,i,-2,-11,0.8,COC(=O)c1ccccc1NC(=O)COc1ccccc1
9,-1,-6,2,-1,0,i,0,1,-0.5,O=C(NCCc1ccc(F)cc1)C1CCCCC1
-5,-1,-4,3,-1,-6,i,2,-4,-1.4,COc1ccc(-c2nc(CNS(=O)(=O)c3ccc(OC)c(OC)c3)cs2)cc1
3,5,-6,5,-6,6,i,1,-4,1.2,CC1CN(S(=O)(=O)c2cccc(C(=O)Nc3ccc4c(c3)CCC4)c2)CC(C)O1 (configuration not stated)
3,-10,-9,-4,-4,-1,i,-1,-16,0.5,COc1ccc(/C=C/C(=O)Nc2ccccc2C)cc1S(=O)(=O)N1CCOCC1
-4,0,0,-2,2,-2,i,1,-1,0.9,O=C(NC1CCCCC1)c1cccs1
-6,6,-2,-4,-2,10,i,0,-9,0.1,COc1ccc(CC(=O)N2CCN(c3ccccn3)CC2)cc1
7,1,-1,-2,0,-2,i,1,-2,-1.7,Cc1ccc(N2CC(C(=O)N3CCC(C(=O)NCCCOC(C)C)CC3)CC2=O)cc1 (configuration not stated)
4,4,-1,4,-6,-3,i,0,-21,-0.6,COc1ccc(S(=O)(=O)N2CCCCCC2)cc1NC(=O)Cc1ccc(OC)c(OC)c1
6,3,-1,-3,-8,6,i,0,-3,3.9,COc1ccc(C)cc1NC(=O)C(OC(=O)CNC(=O)c1cc(C)cc(C)c1)c1ccccc1 (configuration not stated)
-3,0,4,2,1,1,i,0,1,-0.8,CSc1ccc(C(=O)N2CCC(CCC(=O)NC3CC3)CC2)cc1
-2,-4,-2,1,1,-1,i,0,-10,-0.8,CCCCCOC(=O)c1ccccc1C(=O)O
2,3,0,-1,2,-5,i,85*,3,13,Cc1ccc(-c2nc3ncccc3o2)cc1NC(=O)CC(C)C
3,-1,-2,-1,4,-3,i,-6,-10,0.5,CCCCN(CC)Cc1ccc(CNC(=O)Nc2ccc(OC)cc2OC)o1
-3,10,-4,-3,0,-19,i,-3,18,-1.8,O=C(O)c1csc(-n2nc(-c3ccccc3)cc2C(F)(F)F)n1
-8,-4,-7,-1,21,-88,i,4,-13,-0.5,Nc1nnc(-c2ccc(Cl)c(Cl)c2)s1
3,0,-4,1,nt,-5,nt,nt,nt,0.7,CCCCCCN1CCN(C2CN(Cc3cn(Cc4ccc(C)cc4)nn3)S(=O)(=O)C2)CC1 (configuration not stated)
11,-5,4,1,15,2,i,2,-15,-0.3,Cc1ccc2c(COC(=O)C3CC(=O)N(c4ccc5c(c4)OCCO5)C3)cc(=O)oc2c1 (configuration not stated)
-2,1,-10,2,-10,0,i,0,-13,-0.1,CC(=O)c1ccc(S(=O)(=O)N2CCCc3ccccc32)cc1
-17,10,-5,10,-4,-4,i,0,-2,1.5,CCn1c(=O)cc(OCC(=O)N2CCN(c3cccc(C(F)(F)F)c3)CC2)c2ccccc21

(further entries)
SKN-1 inh,SUMO1-SIM PPI,NadD inh,MT1-MMP act inh,DNMT1 inh,CendR NRP1 mod,Rpn11 inh,STEP inh,Scp-1 inhibitor,LMPTP inh,canonical_smiles
-5,-24,-1,-2,1,11,i,-1,nt,5.0,CC(=O)c1cccc(NC(=O)C2CCCN2S(=O)(=O)c2ccccc2C(F)(F)F)c1 (configuration not stated)
-2,-2,5,-3,1,9,i,-4,-6,-0.9,Cc1csc(SCC(=O)Nc2cccc(C)c2C)n1
-9,-1,-4,1,-1,16,i,-4,-1,-0.4,Cc1cc(C)c(S(=O)(=O)Nc2ccc(C(N)=O)cc2)c(C)c1
-6,-4,-1,8,-1,11,i,-2,-2,-2.7,O=C(CCCc1nc(-c2ccccc2Cl)no1)NCc1cccnc1
13,0,5,-1,1,-14,i,3,-6,1.6,COCCN(C(=O)CSc1nnc(-c2cccc(F)c2)n1N)c1c(N)n(CC(C)C)c(=O)[nH]c1=O

Screening results from PubChem BioAssay.
